# ATG4B inh = ATG4B protease inhibitors, primary screen, biochemical, fluorescence, uHTS; Cysteine protease ATG4B (Homo sapiens), Q9Y4P1; ATG4B cleavage of LC3-PLA2, NBD-HPC fluorescence, 1 h; inhibition, % at 8.33 µM; actives 0.51% (n = 340,000); in the data active means inhibition above about 40%
# mIAP block = inhibitors of mouse IAP, primary screen, biochemical, luminescence, uHTS; intestinal alkaline phosphatase [Mus musculus]; purified mouse IAP, CDP-Star luminescence, 30 min; inhibition, % at 10 µM; actives 0.2% (n = 330,000); AID 2806, 2010;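 active means inhibition of at least 40% at 10 µM in the primary screen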;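 further: plate controls were DMSO with enzyme for no effect and no enzyme wells for full effect; values of inactives mirror those of a sister screen read the other way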
# mIAP act = activators of mouse IAP, primary screen, biochemical, luminescence, uHTS; intestinal alkaline phosphatase [Mus musculus]; muIAP, CDP-Star luminescence, 30 min; stronger effect = higher value; 1 = vehicle-only enzyme signal, 0 = enzyme-free wells; activation factor at 10 µM; actives 0.24% (n = 330,000); AID 2805, 2010;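 active means activation factor of at least 2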; further: the source names both 10 and 20 µM as test concentration; values of inactives mirror those of a sister screen read the other way
#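 Assay system: mouse IAP enzyme / Compound: DMSO-dissolved test compounds / Timing: 30 min, room temperature / Measured by: luminescence from enzymatic CDP-Star hydrolysis / Control set: DMSO-only wells, enzyme-free buffer wells as negative control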
# tim10-1 inh = growth inhibitors of tim10-1 mutant yeast, primary screen, luminescence, uHTS | S. cerevisiae tim10-1 ts strain growth, BacTiter-Glo, 24 h | inhibition, % at 20 µM | actives 2.2% (n = 330,000) | AID 463190, 2010;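 active means inhibition of at least 40%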;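 further: mutant grown at 25 °C; 0% = DMSO wells with yeast and 100% = wells holding no yeast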
# hIAP block = human IAP inhibitors, primary screen, biochemical, luminescence, uHTS | Intestinal-type alkaline phosphatase (Homo sapiens), P09923 | purified IAP, CDP-Star luminescence, 30 min | inhibition, % at 10 µM | actives 0.12% (n = 330,000);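 active means inhibition reaching a set limit with compound at 10 µM in the primary screen, cut at about 35% in these data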;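 further: plate controls were DMSO wells with enzyme for no effect and no-enzyme buffer wells for full effect; values of inactives mirror those of a sister screen read the other way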
# NALP3 yeast inh = NALP3 inflammasome inhibitors in reconstituted yeast, primary screen, luminescence, uHTS; Yeast reconstituted NLRP3/ASC/caspase-1, beta-gal luminescence, 24 h; inhibition, % at 10 µM; actives 0.39% (n = 330,000); AID 2825, 2010;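 active means inhibition of 50% or more; inactive means inhibition below 50%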;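 further: plate controls were induced DMSO wells for no effect and uninduced yeast grown without galactose for full effect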
# Apaf1 inhib = inhibitors of human Apaf-1 apoptosome, primary screen, biochemical, DEVD-Rh110 fluorescence, uHTS | Apoptotic protease-activating factor 1 (Homo sapiens), O14727 | reconstituted apoptosome caspase-3 activity | inhibition, % at 20 µM | actives 0.71% (n = 330,000) | AID 489030, 2010; active means inhibition of at least 40% at 20 µM;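 further: plate controls were DMSO wells for no effect and DEVD-CHO caspase inhibitor wells for full effect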
# Target sequence (O14727 whole entry, looked up): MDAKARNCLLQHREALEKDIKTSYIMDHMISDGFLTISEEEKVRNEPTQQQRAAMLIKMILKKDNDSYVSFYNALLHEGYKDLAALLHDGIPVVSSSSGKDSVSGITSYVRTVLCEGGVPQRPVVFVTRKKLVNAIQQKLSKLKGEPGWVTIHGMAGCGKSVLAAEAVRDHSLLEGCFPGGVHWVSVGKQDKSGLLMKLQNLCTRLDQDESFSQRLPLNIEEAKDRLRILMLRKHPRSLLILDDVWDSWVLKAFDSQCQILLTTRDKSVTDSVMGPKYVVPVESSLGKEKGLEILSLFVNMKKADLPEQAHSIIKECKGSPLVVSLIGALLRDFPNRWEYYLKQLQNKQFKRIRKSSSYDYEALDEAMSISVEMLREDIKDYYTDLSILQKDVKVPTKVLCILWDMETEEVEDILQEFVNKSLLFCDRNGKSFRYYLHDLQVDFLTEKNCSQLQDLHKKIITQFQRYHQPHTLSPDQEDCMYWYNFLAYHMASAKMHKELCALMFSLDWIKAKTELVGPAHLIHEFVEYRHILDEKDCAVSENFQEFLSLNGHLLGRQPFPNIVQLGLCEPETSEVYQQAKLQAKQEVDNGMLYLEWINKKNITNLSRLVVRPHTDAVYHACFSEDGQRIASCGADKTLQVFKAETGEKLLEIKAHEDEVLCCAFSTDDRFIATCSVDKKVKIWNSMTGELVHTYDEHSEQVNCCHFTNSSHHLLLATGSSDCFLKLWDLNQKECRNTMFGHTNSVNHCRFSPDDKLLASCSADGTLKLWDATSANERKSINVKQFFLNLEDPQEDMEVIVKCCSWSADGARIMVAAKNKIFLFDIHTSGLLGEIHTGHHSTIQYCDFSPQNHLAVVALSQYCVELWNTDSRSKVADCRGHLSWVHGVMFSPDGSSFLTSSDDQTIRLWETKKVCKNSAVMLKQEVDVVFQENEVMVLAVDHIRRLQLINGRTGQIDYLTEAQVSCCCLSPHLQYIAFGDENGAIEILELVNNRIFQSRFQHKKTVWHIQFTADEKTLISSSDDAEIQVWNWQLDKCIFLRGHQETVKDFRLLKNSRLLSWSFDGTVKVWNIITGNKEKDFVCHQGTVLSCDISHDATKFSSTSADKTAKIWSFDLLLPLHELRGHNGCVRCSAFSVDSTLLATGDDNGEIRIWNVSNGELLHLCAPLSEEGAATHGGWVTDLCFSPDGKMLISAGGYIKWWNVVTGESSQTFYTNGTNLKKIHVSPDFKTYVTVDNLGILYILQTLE
#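 System – cell-free apoptosome with Apaf-1, procaspase-3 and caspase-9 · Buffer or medium – pH 7.5 Hepes buffer with CHAPS, BSA, DTT · Also added – cytochrome c with DEVD-Rh110 · Times – 30 min compound preincubation, 50 min activation, room temperature · Technique – Rh110 fluorescence intensity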
# hIAP act = human IAP activators, primary screen, biochemical, luminescence, uHTS; AID 2524, 2010; purified human IAP, CDP-Star luminescence, 30 min; stronger effect = higher value; 1 = vehicle-only enzyme, 0 = enzyme-free background; activation factor at 10 µM; actives 0.16% (n = 330,000); Intestinal-type alkaline phosphatase (Homo sapiens), P09923;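 active means activation factor of the enzyme at least 2-fold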; further: the source names both 10 and 20 µM as test concentration; values of inactives mirror those of a sister screen read the other way
# TIM10 inh = growth inhibitors of isogenic TIM10 control yeast, primary screen, counter-screen for tim10-1 yeast inhibitor project, luminescence, uHTS. S. cerevisiae TIM10 strain growth, BacTiter-Glo luminescence, 24 h. actives 1.4% (n = 330,000). inhibition, % at 10 µM;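 active means inhibition of 40% or more at the single tested concentration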;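 further: wild-type TIM10 isogenic control strain grown at permissive 25 °C; 0% = DMSO yeast wells and 100% = minimal medium wells without yeast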
# An asterisk follows results filed as active.
SMILES,ATG4B inh,mIAP block,mIAP act,tim10-1 inh,hIAP block,NALP3 yeast inh,Apaf1 inhib,hIAP act,TIM10 inh
O=C1C(=O)N(c2nccs2)C(c2ccccc2F)/C1=C(\O)c1ccc2c(c1)OCCO2 (stereo not given),1.4,2.3,0.977,7.0,-5.1,3.7,-40.1,1.05,4.1
N#C/C(=C1\CCCN1)c1nc(-c2ccccc2)cs1,-14.0,0.2,0.998,14.0,11.0,35.2,9.9,0.89,-6.2
CCOC(=O)c1sc(=NC(=O)c2ccc(OC(C)C)cc2)n(C)c1C,-5.3,-4.3,1.04,17.1,-2.1,-1.5,1.1,1.02,-16.2
Cc1cc(Cl)ccc1NC(=O)C(=O)N/N=C/c1ccc2c(c1)OCO2,-9.5,3.2,0.968,2.9,-11.2,1.9,-0.2,1.11,7.4
OCCNc1nc2ccccc2n1-c1ccccc1,-8.6,-7.9,1.08,-2.0,-8.6,13.0,-11.8,1.09,4.2
COc1ccc(-c2sc3ccc(OC)cc3c2C#CCCO)cc1,-24.4,4.3,0.957,27.6,-1.0,-33.3,34.3,1.01,-8.5
Cc1ccc(SCC(=O)OCC(=O)NC2CCCCCC2)cc1,9.8,6.2,0.938,11.9,10.0,4.3,4.8,0.9,12.6
O=C(c1ccc(S(=O)(=O)N2CCOCC2)cc1)N(c1ccccc1)C1C=CS(=O)(=O)C1 (stereo not given),3.0,3.7,0.963,-2.7,4.6,7.5,-18.1,0.954,-4.1
CC(C)(C)CC(C)(C)NC(=O)/C=C/C(=O)O,3.5,1.7,0.983,8.6,-1.7,13.5,-24.4,1.02,15.4
O=C(c1cccs1)N(c1cccc(Cl)c1)C1C=CS(=O)(=O)C1 (stereo not given),-2.5,4.8,0.952,12.1,5.2,4.2,-13.6,0.948,11.8
COc1ccc(C(=O)N/N=C2\CCc3ccccc32)cc1OC,-4.9,-1.4,1.01,8.8,2.8,14.2,-16.6,0.972,0.0
CCCCCCc1ccc(N2C[C@H](CCCCC)[C@@H](CC(=O)NCc3ccc(OC)cc3)C2=O)cc1,-5.0,-125.5,2.25*,0.2,5.3,30.8,14.0,0.947,3.5
O=Cc1ccccc1OCCOc1ccc([N+](=O)[O-])cc1,12.6,-7.6,1.08,36.4,-8.6,22.6,14.7,1.09,75.8*
CCOc1ccc(N2CC(C(=O)Nc3cc(Cl)ccc3-n3cncn3)CC2=O)cc1 (stereo not given),-6.2,10.2,0.898,4.0,-21.2,-0.4,8.2,1.21,-0.9
Cc1cc(NC(=O)COC(=O)C2=COCCO2)c([N+](=O)[O-])cc1C,-2.6,8.3,0.917,26.3,-7.1,-3.4,-7.3,1.07,-5.8
O=C(Cn1c2[n+](c3ccc(C(F)(F)F)cc31)CCCCC2)c1ccc2c(c1)OCCO2,18.4,1.4,0.986,4.8,5.2,8.7,-11.4,0.948,3.5
CCNC(=O)N(C)C[C@H]1N[C@@](Cc2ccccc2)(C(=O)OC)[C@H]2C(=O)N(C)C(=O)[C@@H]12,-9.4,-1.6,1.02,-5.1,-6.9,13.2,-6.6,1.07,-13.3
Cc1ccc(S(=O)(=O)N(C)C(=O)NC(=O)NS(=O)(=O)c2ccccc2)cc1,-2.9,5.1,0.949,6.2,-4.5,-3.7,-18.6,1.04,0.0
Cc1cc(C)c(NC(=S)N(CCN(C)C)C(C)c2cccnc2)c(C)c1 (stereo not given),4.8,-11.6,1.12,8.4,-6.0,-1.8,1.6,1.06,-19.1
COc1cccc(-c2ccc(SCC(=O)NCCc3ccccc3)nn2)c1,-6.6,7.0,0.93,23.1,3.7,-36.8,1.7,0.963,13.4
O=C(c1ccc(Br)o1)N1CC=C(c2ccccc2)CC1,-8.3,-0.4,1,-52.7,-21.7,19.3,7.7,1.22,2.2
CCCCc1nc2sc3c(=O)n(N)cnc3c2c2c1CCCC2,-1.2,0.0,1,34.8,-12.4,-2.5,-0.2,1.12,7.3
O=C(COc1ccc2ccc(=O)oc2c1)OCc1ccccc1,-14.0,0.7,0.993,14.9,27.1,-5.3,-3.5,0.729,7.6
CSc1nnc(CCNS(=O)(=O)c2ccc(Br)cc2)n1C,3.8,-3.0,1.03,-3.2,20.6,3.4,-15.1,0.794,14.0
c1ccc(CNCc2ccco2)cc1,2.6,-4.0,1.04,14.0,-4.5,13.7,-0.2,1.04,-5.5

# The final 4 compounds of the part above open the next one:
SMILES,ATG4B inh,mIAP block,mIAP act,tim10-1 inh,hIAP block,NALP3 yeast inh,Apaf1 inhib,hIAP act,TIM10 inh
CCCCc1nc2sc3c(=O)n(N)cnc3c2c2c1CCCC2,-1.2,0.0,1,34.8,-12.4,-2.5,-0.2,1.12,7.3
O=C(COc1ccc2ccc(=O)oc2c1)OCc1ccccc1,-14.0,0.7,0.993,14.9,27.1,-5.3,-3.5,0.729,7.6
CSc1nnc(CCNS(=O)(=O)c2ccc(Br)cc2)n1C,3.8,-3.0,1.03,-3.2,20.6,3.4,-15.1,0.794,14.0
c1ccc(CNCc2ccco2)cc1,2.6,-4.0,1.04,14.0,-4.5,13.7,-0.2,1.04,-5.5
COc1ccc(CC(=O)OC(C)C(=O)Nc2c(C)n(C)n(-c3ccccc3)c2=O)cc1OC (stereo not given),-2.5,0.1,0.999,0.8,-6.0,11.8,-4.5,1.06,-10.9
COc1ccc(C(=O)NC(=S)NNC(=O)[C@H]2C[C@@H]2c2ccccc2)cc1OC,-3.0,20.8,0.792,38.5,-22.5,15.5,-26.2,1.23,19.2
COc1ccc(/C=C(\NC(=O)c2ccc([N+](=O)[O-])cc2)C(=O)N2CCOCC2)cc1,-3.3,-2.9,1.03,25.7,0.4,2.5,0.2,0.996,1.4
O=C(COc1ncnc2scc(-c3ccc(Cl)cc3)c12)NCc1ccco1,-7.0,8.7,0.913,24.7,-2.8,16.6,10.1,1.03,17.1
Cc1cccc(NC(=O)NNC(=O)c2ccc3ccccc3c2)c1,-9.3,10.2,0.898,-6.0,-19.3,10.8,4.4,1.19,-5.6
CC(SC1CCCC1)C(=O)Nc1ccnn1C(C)C (stereo not given),-0.4,-6.9,1.07,8.4,-24.3,0.6,2.7,1.24,-15.3
CC1(C)CC(=O)C2=C(C1)c1c(ccc3ccccc13)NC2c1ccco1 (stereo not given),-12.5,8.1,0.919,26.0,-2.8,2.4,11.5,1.03,19.5
CCCCCOc1ccc(NC(=O)CSc2cccc3cccnc23)cc1,-19.5,-6.2,1.06,16.0,-17.9,18.6,-7.0,1.18,4.2
Cc1ccc(NC(=O)CCCC(=O)O)c(Br)c1,-3.4,-7.7,1.08,0.5,1.8,15.0,-1.2,0.982,-1.2
CCCCCC(=O)Nc1ccc(Cl)cn1,-10.0,-20.8,1.21,-8.1,69.7*,8.3,4.0,0.303,-8.1
COC(=O)c1ccc(NC(=O)CSc2nc(N)c(NC(=O)c3ccc(Br)o3)c(=O)[nH]2)cc1,4.6,4.7,0.953,-18.6,-2.2,7.2,-0.9,1.02,-14.3
COCCSc1nnc(-c2cccc(C#N)c2)n1C,-3.5,-3.7,1.04,-2.9,9.2,4.1,2.4,0.908,-4.6
CCn1ncc(/C=N/NS(=O)(=O)c2ccc(Cl)cc2)c1C,-8.4,-1.9,1.02,-11.9,2.9,17.1,2.5,0.971,-9.1
O=C(CCC(=O)N1CCOCC1)NCCc1ccccc1,-6.2,10.0,0.9,-0.5,-7.9,3.2,-3.7,1.08,7.1
O=C(OCC(=O)N1CCC(c2ccccc2)=N1)c1ccc([N+](=O)[O-])s1,-30.8,2.4,0.976,28.0,-2.6,21.2,51.6*,1.03,5.6
COc1cccc(-c2nnc(SCC(=O)N3CC(C)CC(C)C3)o2)c1 (stereo not given),7.4,3.7,0.963,25.7,-6.0,15.1,12.6,1.06,-5.0
Cc1ccc2c(C)c(C(=O)N3CCN(c4cnccn4)CC3)oc2c1C,-13.9,7.6,0.924,24.8,13.0,24.5,30.3,0.87,27.5
Cc1nc(SC(C)C(=O)c2c(N)n(C)c(=O)n(C)c2=O)c2c(C)c(C)sc2n1 (stereo not given),11.9,3.9,0.961,27.5,8.4,16.6,18.0,0.916,14.0
Cc1oc(-c2cccc(Cl)c2)nc1CN1CCC(C(=O)NCC2CCCO2)CC1 (stereo not given),-0.7,3.9,0.961,-1.7,-8.3,-4.6,5.2,1.08,0.7
Cc1ccc(NC2=C(Cl)C(=O)OC2OC(=O)c2ccc(C)cc2)cc1 (stereo not given),-2.3,4.6,0.954,29.2,12.7,19.3,10.7,0.873,36.3
Cc1cc(NC(=O)CS(=O)(=O)c2c[nH]c3ccccc23)no1,1.4,10.9,0.891,-5.0,-2.7,-1.8,-31.0,1.03,4.2
CCOn1c(=O)c(-c2cccc([N+](=O)[O-])c2)[n+]([O-])c2ccccc21,-1.5,-2.7,1.03,19.2,-25.3,7.4,-0.1,1.25,0.1
CC(C)(C)c1ccc(OCC(=O)NN2Cc3ccccc3C2=N)cc1,7.3,-3.9,1.04,-10.8,-0.7,9.5,1.5,1.01,6.6
CSc1nnc(NC(=O)c2ccc(S(=O)(=O)N3CCOCC3)cc2)s1,-1.3,11.4,0.886,11.4,-11.9,6.8,2.2,1.12,6.8
O=c1[nH]c(S)nc2sc3c(c12)CCCC3,4.5,6.0,0.94,-6.9,15.8,7.4,6.0,0.842,-15.0

# Remaining list, next part
SMILES,ATG4B inh,mIAP block,mIAP act,tim10-1 inh,hIAP block,NALP3 yeast inh,Apaf1 inhib,hIAP act,TIM10 inh
O=C1c2ccccc2C(=Nc2ccccc2)C1c1cccc(Br)c1 (stereo not given),2.4,13.2,0.868,20.0,-2.3,-1.0,3.2,1.02,6.1
CC(=O)c1ccccc1NC(=O)COc1ccc(N(C)S(=O)(=O)c2ccc(C)c(C)c2)cc1,84.9*,3.4,0.966,20.7,3.5,2.6,22.3,0.965,14.7
COc1ccc(C)cc1S(=O)(=O)Nc1cccc(-c2cn3cccnc3n2)c1,-12.3,0.5,0.995,8.2,16.1,16.0,12.6,0.839,-11.8
O=C(CNC(=O)c1ccccc1)OCC(=O)N1c2ccccc2Sc2ccccc21,-10.3,2.7,0.973,23.4,-14.1,2.9,-8.5,1.14,27.6
COc1ccc(Nc2ccccc2C(=O)O)cc1,4.8,2.4,0.976,-0.2,10.9,16.8,5.6,0.891,5.1
CC(=O)Nc1ccc(S(=O)(=O)N2CCN(C(=O)c3ncoc3-c3ccccc3F)CC2)cc1,-6.0,-0.2,1,-0.4,1.9,12.1,-13.0,0.981,-6.9
Cc1cc(=O)oc2c(C)c(OCC(=O)N(C)C)ccc12,2.5,-2.8,1.03,5.2,22.0,14.9,-9.6,0.78,5.5
O=C(Nc1cnn(Cc2ccc(F)cc2)c1)c1cc(-c2cccs2)on1,10.5,-1.9,1.02,12.6,11.2,10.8,-25.0,0.888,13.7

# High-throughput results (PubChem)
